USP1 inh – inhibitors of human USP1/UAF1 deubiquitinase. recombinant USP1/UAF1, Ub-Rhodamine cleavage fluorescence. Potency, µM (titrated, usually from 57.1 µM), for inactives: at the highest dose activity change, negative = inhibition, hits mostly inhibitors. 0.23% of 390,000 active; note: potency is the fitted concentration of half-maximal effect; % is set by controls: 0 for no effect and ±100 for the full control effect; nearly all actives have a fitted effect of over 60% in size; inactives centre near -12
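USP1/UAF1 complex (1 nM) preincubated 15 min at room temperature with compound, then Ub-Rho substrate (150 nM final) added. Kinetic fluorescence at 480/540 nm over 6 reads at 60 s intervals; 50 mM HEPES pH 7.8, 0.5 mM EDTA, 0.1 mg/ml BSA, 1 mM TCEP, 0.01% Tween-20.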
IDH1 R132H inh – human IDH1 R132H inhibition. IDH1-R132H enzyme, NADPH consumption, diaphorase/resazurin fluorescence. Potency, µM (titrated, usually from 76.6 µM), inactives show at the top dose activity change, negative = inhibition, usual class: inhibitors. 0.093% of 390,000 active; note: potency is the fitted concentration of half-maximal effect; % is set by controls: 0 for no effect and ±100 for the full control effect; nearly all actives have a fitted effect of over 65% in size
Target sequence (O75874 whole entry R132H, stated change not applied): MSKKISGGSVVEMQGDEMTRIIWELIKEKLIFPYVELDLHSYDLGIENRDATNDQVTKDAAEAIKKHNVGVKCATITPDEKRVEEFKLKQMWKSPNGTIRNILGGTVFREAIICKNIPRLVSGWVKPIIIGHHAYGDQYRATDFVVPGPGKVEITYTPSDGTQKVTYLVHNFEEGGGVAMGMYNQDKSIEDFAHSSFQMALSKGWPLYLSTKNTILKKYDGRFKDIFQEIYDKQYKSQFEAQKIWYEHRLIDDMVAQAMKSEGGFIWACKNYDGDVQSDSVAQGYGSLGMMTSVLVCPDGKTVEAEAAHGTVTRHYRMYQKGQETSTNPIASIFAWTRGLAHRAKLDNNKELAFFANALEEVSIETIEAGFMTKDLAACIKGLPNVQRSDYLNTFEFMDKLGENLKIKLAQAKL
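IDH1-R132H (0.5 ug/mL dispensed) in pH 7.5 Tris buffer was preincubated 30 min with compound, then given a substrate mix of 0.016 mM NADPH and 2 mM alpha-KG for 80 min at room temperature; remaining NADPH was read by diaphorase/resazurin fluorescence.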
TrxR1 inh – blocks rat thioredoxin reductase 1. recombinant rTrxR1, NADPH fluorescence consumption, selenite substrate. Potency, µM (top dose mostly 114 µM), for the others: at the highest dose activity change, negative = inhibition, hits mostly inhibitors. 1% of 390,000 active; note: potency is the fitted concentration of half-maximal effect; % is set by controls: 0 for no effect and ±100 for the full control effect; nearly all actives have a fitted effect of over 65% in size
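Rat TrxR1 (90 nM in the dispensed reagent) was pre-reduced with 400 uM NADPH for 5 min at room temperature, then incubated with compound for 15 min. After 400 uM selenite was added, NADPH fluorescence (Ex 340/Em 450 nm) was followed for 8 min.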
Vif-APOBEC3F blk – Vif-A3F binding inhibition; AID 602313; Potency, µM (highest dose often 46.1 µM), for the others: at the highest dose activity, negative = active; 0.2% of 390,000 active; HeLa A3F-eYFP + Vif (tagged APOBEC3F with the HIV-1 protein that degrades it), YFP fluorescence increase; note: potency is the fitted concentration of half-maximal effect; % of control where 0% means no effect; nearly all actives have a fitted effect of over 65% in size
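HeLa cells stably expressing A3F-eYFP plus Vif, plated and incubated overnight at 37 deg C, then exposed to compounds overnight at 37 deg C. Blocked degradation read as raised yellow fluorescence (Ex 488/Em 500-530).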
Vif-APOBEC3G blk – Vif-A3G binding inhibition; Q9HC16; HeLa A3G-eYFP + Vif (tagged APOBEC3G with the HIV-1 protein that degrades it), YFP fluorescence, overnight; Potency, µM (titrated, usually from 46.1 µM), for the others: top-dose activity, negative = active, hits mostly inhibitors; 0.076% of 410,000 active;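 note: potency is the fitted concentration of half-maximal effect; % is set by controls: 0 for no effect and ±100 for the full control effect; nearly all actives have a fitted effect of over 60% in size; hits raise eYFP signal because A3G escapes Vif-driven loss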
Target sequence (Q9HC16 whole entry, looked up): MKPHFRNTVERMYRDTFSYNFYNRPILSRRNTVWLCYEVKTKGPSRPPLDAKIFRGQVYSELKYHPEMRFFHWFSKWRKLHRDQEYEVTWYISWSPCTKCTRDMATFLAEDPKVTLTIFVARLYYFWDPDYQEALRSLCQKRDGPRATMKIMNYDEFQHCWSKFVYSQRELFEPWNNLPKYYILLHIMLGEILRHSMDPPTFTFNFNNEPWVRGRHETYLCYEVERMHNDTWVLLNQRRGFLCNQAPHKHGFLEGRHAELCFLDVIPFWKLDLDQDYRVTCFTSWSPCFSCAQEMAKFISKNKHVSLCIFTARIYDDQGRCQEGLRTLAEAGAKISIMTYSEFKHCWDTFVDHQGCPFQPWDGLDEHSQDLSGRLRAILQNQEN
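HeLa cells stably expressing Vif and C-terminally eYFP-tagged A3G, seeded overnight at 37 deg C, then exposed to compound by pintool overnight at 37 deg C. Rise in yellow fluorescence (Ex 488/Em 500-530, Acumen) marks blocked Vif-driven A3G degradation.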
LDHA block – inhibitors of human lactate dehydrogenase A; purified LDHA, NADH/diaphorase-resazurin fluorescence; hits give low values; activity change, % (values are at about 110 or 230 µM); 0.15% of 480,000 active; P00338; AID 1347041; in the data active = activity change below about -30%; inconclusive = mostly about -25% to -30%;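 note: plate controls were DMSO wells for no effect and wells without enzyme for full effect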
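Resorufin fluorescence (ex540/em590), read at 0 and 20 min after diaphorase/resazurin addition, reports the NADH left after a 5 min room-temperature reaction of 2 nM human LDH5 with 0.06 mM NADH and 0.2 mM pyruvate.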
TrxR1 substrate – substrates of rat thioredoxin reductase 1; AID 588456; Potency, µM (highest dose often 114 µM), inactives show top-dose activity change, negative = substrate turnover; purified TrxR1 substrate turnover, NADPH consumption readout; 0.01% of 390,000 active; O89049; note: potency is the fitted concentration of half-maximal effect; % is set by controls: 0 for no effect and ±100 for the full control effect; nearly all actives have a fitted effect of over 50% in size
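Rat TrxR1, dispensed at 90 nM, was prereduced with 400 uM NADPH (final) for 5 min at ~22 deg C, then incubated with compound 15 min before 400 uM selenite. A first-read NADPH fluorescence drop versus no-compound background flagged substrates.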
RGS4 inh – inhibitors of human regulator of G protein signaling 4; Potency, µM (top dose mostly 114 µM), for the others: top-dose activity change, negative = inhibition, most hits filed as inhibitors; 0.039% of 390,000 active; AID 504845; P49798; Transcreener GDP fluorescence polarization, RGS4-accelerated GTP hydrolysis; note: potency is the fitted concentration of half-maximal effect; % is set by controls: 0 for no effect and ±100 for the full control effect; nearly all actives have a fitted effect of over 75% in size; some results filed as inactive show a strong effect at the top dose
Target sequence (P49798 whole entry, looked up): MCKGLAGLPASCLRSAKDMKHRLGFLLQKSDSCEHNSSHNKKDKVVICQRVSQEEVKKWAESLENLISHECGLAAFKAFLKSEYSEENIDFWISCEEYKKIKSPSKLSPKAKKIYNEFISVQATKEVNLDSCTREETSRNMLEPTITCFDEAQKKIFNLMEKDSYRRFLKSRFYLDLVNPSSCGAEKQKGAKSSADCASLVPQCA
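MLSMR compounds (23 nl, pin-transferred) preincubated 10 min at room temperature with a 500nM (2x) first reagent, then RGS4 at 900nM (2x) plus Transcreener GDP mix added; fluorescence polarization (620/688 nm) read before and after 90 min at 30 °C.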
Glioma ERSR ind – induces the endoplasmic reticulum stress response in human glioma cells | U87-MG GRP78 promoter luciferase reporter, 16 h | AID 602332 | 0.02% of 420,000 active | Potency, µM, for the others: at the top dose activation, most hits filed as activators; note: potency is the fitted concentration of half-maximal effect; series mostly up to about 76 µM; % of control where 0% means no effect; nearly all actives have a fitted effect of over 35% in size
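ERSR induction read as luciferase luminescence (Bright-Glo, 10 min at room temperature) in stably transfected human U87-MG glioma cells exposed to compounds for 16 h, using GRP78 as sensor.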
* = called active by the depositor; ? = inconclusive; nt = not tested or not shown; & = joins results of further samples; [ ] = remark or other dose. Unless noted, calls come from the whole dose curve; as a rule, active = well fitted curve in the direction sought with a large enough effect; inconclusive = small, poorly fitted or top-dose-only effect, or another doubt; inactive = no such curve, though single readings can be large; an effect the other way counts as inactive or inconclusive.

| item | canonical_smiles | USP1 inh | IDH1 R132H inh | TrxR1 inh | Vif-APOBEC3F blk | Vif-APOBEC3G blk | LDHA block | TrxR1 substrate | RGS4 inh | Glioma ERSR ind |
| --- | --- | --- | --- | --- | --- | --- | --- | --- | --- | --- |
| 1 | O=C(C1CCCN(S(=O)(=O)c2cccc3nsnc23)C1)N1CCN(c2ccccc2F)CC1 (stereo unspecified) | ? | -7% | 17% | -1% | 0% | -4 | -6% | 8% | -3% |
| 2 | c1ccc(-c2nc(N3CCOCC3)cc(N3CCOCC3)n2)cc1 | -23% | 4% | 18%[11.4 µM] | -4% | -1% | -4 | 2%[11.4 µM] | -19% | -5% |
| 3 | COc1cc(NC(=O)c2ccc(C)cc2)c(OC)cc1NC(=O)CN1CCCCC1 | -11% | 5% | 40%[activator] | 11% | 0% | -1 | 16% | 9% | -4% |
| 4 | O=C(NC(=S)NCC1COc2ccccc2O1)c1ccccc1 (stereo unspecified) | -26% | 5% | ? | -1% | -5% | -9 | 10%[57.1 µM] | -22% | 1% |
| 5 | COc1ccc(N2CCN(C(=O)CN(C)S(=O)(=O)c3cccs3)CC2)cc1 | 3%&-20% | 1%&4% | 26%&25% | -15%&4% | 2%&0% | 3&-2 | 6%&5% | -15%&21% | 0%&-1% |
| 6 | O=C(CCSc1ccccc1)NCc1cccnc1 | -13% | -1% | 12% | 0% | -1% | -6 | 3% | 24% | 2% |
| 7 | Cc1cccc(-n2nc([N+](=O)[O-])c(=NC3CCN(Cc4ccccc4)CC3)n2O)c1 | -20% | 16% | 7% | 0% | -21% | 2 | 1% | -5% | -3% |
| 8 | Cc1ccc2nc3c(cc2c1)c(C)nn3-c1ccccc1 | -28% | 4% | -2% | 4% | 1% | 1 | 33%[activator] | -22% | 3% |
| 9 | S=C1NCCNC(=S)NCCOCCOCCN1 | ? | 4% | -4%[57.1 µM] | -15% | 0% | -7 | -1%[57.1 µM] | ? | -2% |
| 10 | COc1ccc(-c2nnc(SCC(=O)NC(C)c3ccccc3)o2)cc1 (stereo unspecified) | 9% | -10% | 9%[57.1 µM] | -8% | 0% | -12 | 0%[57.1 µM] | -3% | -3% |
| 11 | N#C[C@]1(S(=O)(=O)c2ccccc2)C[C@@H]2ON=C(c3cccc(Br)c3)[C@@H]2C1 | -24% | 6% | 4% | 1% | 0% | -1 | -8% | -7% | -7% |
| 12 | CCCOC(=O)C1C2C=C[C@]3(CN(CCc4ccccc4)C(=O)[C@H]13)O2 (stereo partly specified) | -1% | -5% | -11% | 0% | 0% | -9 | -6% | -6% | -2% |
| 13 | COc1ccc(C(=O)/C=C/NCc2ccc(C)cc2)cc1 | -10% | 2% | -7% | 1% | 0% | -2 | -9% | -20%[11.4 µM] | -8% |
| 14 | CSc1sc(C(=O)NCC2CC2)c(-c2cccs2)c1C#N | -11% | 9% | 22%[57.1 µM] | 5% | 0% | 2 | -3%[57.1 µM] | -17% | -3% |
| 15 | Cn1c(=O)c2c(nc(N/N=C/c3ccc(OC(=O)c4ccco4)cc3)n2Cc2ccccc2Cl)n(C)c1=O | -4% | 3% | 12%[57.1 µM] | -7% | 0% | 4 | -9%[57.1 µM] | -25% | -3% |
| 16 | CSc1ccccc1NC(=O)CN(C)CC(=O)Nc1c(F)cccc1F | 1% | 6% | -8% | -4% | 1% | -55* | -9% | 10% | -3% |
| 17 | CCn1c(=S)sc2c(=O)n(CC(=O)Nc3ccc(Cl)cc3)c(C)nc21 | -27% | 5% | 7% | -5% | -4% | -5 | 2% | -5% | -5% |
| 18 | CCSc1nnc(NC(=O)C2CC=CCC2C(=O)O)s1 (stereo unspecified) | -4% | 0% | 8% | 0% | 1% | -8 | -1% | 19% | -3% |
| 19 | Cc1cn([C@H]2C[C@H](O)[C@@H](CNC(=O)[C@H]3CCC(=O)N3)O2)c(=O)[nH]c1=O | -1% | -2% | nt | 7% | -3% | -20 | nt | nt | -1% |
| 20 | O=Cc1cc2c3c(c1)CCCN3CCC2 | nt | nt | -17% | nt | -1% | nt | -5% | nt | -4% |
| 21 | N/C(=N\OCc1ccc([N+](=O)[O-])cc1)c1ccncc1 | ? | 14% | 16%[11.4 µM] | -16% | -1% | -3 | 5%[11.4 µM] | -20% | -2% |
| 22 | O=C(O)CCN1/C(=C/C=Nc2ccccc2)Oc2ccccc21 | -8% | 1% | 6%[57.1 µM] | -6% | 1% | 21 | -10% | 15% | -4% |
| 23 | Cc1ccc(S(=O)(=O)Nc2ccc(NC(=O)c3c(F)c(F)c(F)c(F)c3F)cc2)cc1 | -24% | -6% | 10%[57.1 µM] | -6% | -2% | -3 | -3% | -3% | -2% |
| 24 | Cc1ccc(OCC(=O)Nc2ccc3c(c2)nc2n3CCOC2)cc1 | -20% | -3% | 22% | 1% | 1% | -1 | 7% | 1% | -2% |
| 25 | NC(=O)CC(NC(=O)c1ccccc1)c1ccc(N2CCN(c3ccc(F)cc3)CC2)c([N+](=O)[O-])c1 (stereo unspecified) | 15% | -4% | 19%[57.1 µM] | 2% | -1% | -5 | 10%[57.1 µM] | 23% | -4% |
| 26 | Cc1cc(=O)[nH]c(SCn2nnc3ccccc3c2=O)n1 | -24% | 7% | 14% | -9% | 0% | 3 | 7% | 17% | -3% |
| 27 | O=C(Nc1ccccn1)C1CCN(S(=O)(=O)c2cccs2)CC1 | -16% | -2% | 20% | -6% | -3% | -12 | 11% | 20% | -1% |
| 28 | O=C(O)CCC(=O)NN1C(=O)c2ccccc2NC1c1ccco1 (stereo unspecified) | -13% | -1% | 18% | -4% | 0% | -5 | 87%[activator] | -1%[11.4 µM] | -2% |
| 29 | O=C(NNC(=O)c1ccc(F)cc1F)c1ccc2c(c1)OCO2 | ? | 7% | 20%[57.1 µM] | 6% | 0% | -10 | 9%[57.1 µM] | 3% | 10% |
| 30 | COc1ccc(N2CC(C(=O)NCCc3ccc(Cl)cc3)CC2=O)cc1 (stereo unspecified) | -3% | 1% | 23%[57.1 µM] | 10% | 0% | -4 | 1%[57.1 µM] | -1% | -4% |
| 31 | CSCCC(C)N1CCC(Oc2ccc(C(=O)NCc3ccccn3)cc2)CC1 (stereo unspecified) | -26% | -2% | nt | -2% | 1% | -3 | nt | nt | -5% |
| 32 | O=C(OC1CCOC1=O)c1ccc(Cl)c(S(=O)(=O)N2CCCCC2)c1 (stereo unspecified) | -17% | 0% | 4% | -7% | 10% | -2 | 1% | -7% | 1% |
| 33 | O=C(NC1CCCCC1)C(c1cccs1)N(CCCN1CCOCC1)C(=O)c1ccc(-c2ccccc2)[nH]1 (stereo unspecified) | -4% | -10% | 18%[57.1 µM] | 0% | 0% | -3 | 10%[57.1 µM] | -3% | -1% |
| 34 | COc1ccc(/C(C)=N/NC(=O)C2C3CCCCC32)c(OC)c1 (stereo unspecified) | -11% | 4% | 6% | 4% | 1% | -3 | -6% | -1% | 0% |
| 35 | Cc1c(Cl)c([N+](=O)[O-])nn1CCCC(=O)N(Cc1ccccc1)Cc1ccccc1 | -9% | -3% | 7% | -5% | 3% | -19 | -12% | 13%[11.4 µM] | -3% |
| 36 | COc1ccccc1C(=O)Nc1ccccc1C(=O)NC1CCCCC1 | 1% | -4% | -26% | -22% | 0% | -2 | -19% | 18% | -4% |
| 37 | CCc1ccc(/C=N/NC(=O)c2ccc(OC3CCCC3)cc2)s1 | -21% | 4% | 5% | 2% | -10% | 0 | -3% | -33%[11.4 µM] | -3% |
| 38 | O=C1NCCNC1c1ccccc1 (stereo unspecified) | -3% | 3% | 0%[11.4 µM] | 13% | 0% | -5 | 10%[57.1 µM] | ? | -1% |
| 39 | CC(C)NC(=O)CSc1nnc(-c2ccncc2)n1-c1ccccc1 | ? | 12% | 37%[57.1 µM] | -2% | -3% | 1 | 4% | -11% | 7% |

Molecules from the list above that have an aryl thioether with sulfur outside any ring:
| item | canonical_smiles | USP1 inh | IDH1 R132H inh | TrxR1 inh | Vif-APOBEC3F blk | Vif-APOBEC3G blk | LDHA block | TrxR1 substrate | RGS4 inh | Glioma ERSR ind |
| --- | --- | --- | --- | --- | --- | --- | --- | --- | --- | --- |
| 6 | O=C(CCSc1ccccc1)NCc1cccnc1 | -13% | -1% | 12% | 0% | -1% | -6 | 3% | 24% | 2% |
| 10 | COc1ccc(-c2nnc(SCC(=O)NC(C)c3ccccc3)o2)cc1 (stereo unspecified) | 9% | -10% | 9%[57.1 µM] | -8% | 0% | -12 | 0%[57.1 µM] | -3% | -3% |
| 14 | CSc1sc(C(=O)NCC2CC2)c(-c2cccs2)c1C#N | -11% | 9% | 22%[57.1 µM] | 5% | 0% | 2 | -3%[57.1 µM] | -17% | -3% |
| 16 | CSc1ccccc1NC(=O)CN(C)CC(=O)Nc1c(F)cccc1F | 1% | 6% | -8% | -4% | 1% | -55* | -9% | 10% | -3% |
| 18 | CCSc1nnc(NC(=O)C2CC=CCC2C(=O)O)s1 (stereo unspecified) | -4% | 0% | 8% | 0% | 1% | -8 | -1% | 19% | -3% |
| 26 | Cc1cc(=O)[nH]c(SCn2nnc3ccccc3c2=O)n1 | -24% | 7% | 14% | -9% | 0% | 3 | 7% | 17% | -3% |
| 39 | CC(C)NC(=O)CSc1nnc(-c2ccncc2)n1-c1ccccc1 | ? | 12% | 37%[57.1 µM] | -2% | -3% | 1 | 4% | -11% | 7% |

Some of the compounds tested; the hit share may differ from the screen's.
